Screens deposited in PubChem by National Center for Advancing Translational Sciences (NCATS).
N370S GC mod: N370S glucocerebrosidase modulation, Gaucher chaperone candidate; Potency, µM (highest dose often 59.4 µM), inactives show at the top dose activity change, negative = inhibition, actives largely listed as inhibitors; hit rate 0.092% among 330,000; N370S GC spleen homogenate, 4MU-glucoside fluorescence; AID 2101; P04062;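 also: 0% = full enzyme activity and -100% = no enzyme basal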
KAT2A inh: GCN5L2 (KAT2A) acetyltransferase inhibition; GCN5L2 HAT assay, ThioGlo1 CoA-SH fluorescence; Potency, µM (top dose mostly 58.9 µM), for inactives: at the top dose activity change, negative = inhibition, usual class: inhibitors; hit rate 0.21% among 390,000
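GCN5L2 (20 nM) in 50mM HEPES pH 7.5, 0.1mM EDTA, 0.01% Tween-20 preincubated 15 min with compounds at room temperature. Reaction started with H3(1-25) 75uM, acetyl-CoA 70uM, ThioGlo1 50uM; CoA-thiol fluorescence (Ex340/Em540) read at 0 and 20 min.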
FEN1 inh: human FEN1 inhibition; P39748; Recombinant FEN1 flap cleavage, fluorescence, 15 min; Potency, µM (series often up to 114 µM), for the others: at the highest dose activity change, negative = inhibition, usual class: inhibitors; hit rate 0.35% among 390,000; AID 588795; also: nearly all actives have a fitted effect of over 65% in size
Target sequence (P39748 whole entry, looked up): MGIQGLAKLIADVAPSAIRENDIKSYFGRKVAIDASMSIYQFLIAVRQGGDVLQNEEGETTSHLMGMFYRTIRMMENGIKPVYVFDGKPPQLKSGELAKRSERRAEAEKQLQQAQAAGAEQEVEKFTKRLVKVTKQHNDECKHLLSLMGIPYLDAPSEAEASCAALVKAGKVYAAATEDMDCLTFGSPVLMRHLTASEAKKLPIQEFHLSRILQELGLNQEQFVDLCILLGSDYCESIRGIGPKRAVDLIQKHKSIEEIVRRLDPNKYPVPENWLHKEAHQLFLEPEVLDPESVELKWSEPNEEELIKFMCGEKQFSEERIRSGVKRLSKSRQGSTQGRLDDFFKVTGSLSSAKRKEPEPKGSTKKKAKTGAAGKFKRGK
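Recombinant FEN1 (10 nM) was preincubated with pin-transferred compounds for 15 min at room temperature, then flap DNA substrate (50 nM final) was added. Plates were read at 0 and 15 min, and normalized concentration–response data were fitted to a four-parameter Hill equation.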
Starred values were filed as active, the others as inactive; ? = inconclusive; · = not tested or not shown; & = joins results of further samples. Calls follow the shape of the dose curve; as a rule, active = well fitted curve in the direction sought with a large enough effect; inconclusive = small, poorly fitted or top-dose-only effect, or another doubt; inactive = no such curve, though single readings can be large; an effect the other way counts as inactive or inconclusive. Unless noted, % is scaled to controls: 0 for no effect and ±100 for the full control effect; potency is read from the fitted curve at half-maximal effect. Not all compounds are listed. The share of hits here may be higher or lower than overall.

SMILES | N370S GC mod | KAT2A inh | FEN1 inh
CCC(CO)NCc1sccc1C (stereo not given) | -7% | 1% | 1%
CCSc1nnc(-c2ccccc2NC(=O)CC)c(=O)[nH]1 | 22% | -3% | 0%
Cc1cc2c(cc1C)N(C(=O)CSc1nncn1C)C(C)(C)c1ssc(=S)c1-2 | -8% | 2% | -12%
Cc1ccc(S(=O)(=O)N2CCN(C(=O)c3ccc([N+](=O)[O-])cc3)C2)cc1 | -5% | 1% | 22%
O=C(NC1CCCN(c2ccc(C(F)(F)F)cn2)C1)c1ccnc(Cl)c1 (stereo not given) | -6% | -27% | -6%
CCC(C)(O)c1[nH]c2ccc(C(=O)OC)cc2c1C (stereo not given) | -4% | -24% | -4%
Nc1nc(NCc2ccco2)nc(N2CCCC2)c1[N+](=O)[O-] | -9% | -10% | 6%
CCCNC(=O)CCn1c(-c2ccc(C)cc2)cc(C(=O)OCC)c1C | -4% | -4% | 4%
Cc1ccc(S(=O)(=O)NCC(=O)N(CC2CCCO2)C(C(=O)NC2CCCCC2)C(C)C)cc1 (stereo not given) | -5% | -4% | 13%
CC12CCC(C(=O)NNC(=O)c3ccc(F)cc3)(OC1=O)C2(C)C (stereo not given) | -2% | -4% | 8%
O=C(c1ccncc1)N1CCC2(CC1)CCN(c1ncccn1)CC2 | 7% | 3% | ·
COC(=O)Cn1c(C)c(/C=C/c2cc[n+](C)cc2)c2ccccc21 | -16% | -27% | -20%
O=C(Nc1ccccc1N1CCCCC1)c1cc(S(=O)(=O)N2CCOCC2)ccc1Cl | -3% | -8% | -10%
COc1ccc(/C=C(\C#N)C(=O)OCC(=O)Nc2c(C)cccc2C)cc1 | 0% | -3% | -2%
Cc1cccc(N2C(=O)c3cccc4c(N5CCCCC5)c([N+](=O)[O-])cc(c34)C2=O)c1C | 15% | -11% | -2%
COc1ccc(C(=O)c2ccccc2Cl)cc1OC | -3% | 2% | -9%
Cn1nnnc1SCCNCc1ccccc1OCc1ccc(Cl)cc1Cl | · | -7% | ?
Cc1ccc2[nH]c(=O)c(CN(c3cccc(C)c3C)S(=O)(=O)c3ccccc3)cc2c1 | 1% | -1% | -12%
CCn1c(=O)[nH]c(=O)c2c(N)c(C(=O)c3cc(F)ccc3F)sc21 | 3% | -4% | -2%
CCOP(=O)(OCC)C(Nc1ccc([N+](=O)[O-])cc1)c1ccc(Cl)cc1 (stereo not given) | -4% | -8% | 5%

An excerpt from above, reduced to FEN1 inh and N370S GC mod:
Structure,FEN1 inh,N370S GC mod
COC(=O)Cn1c(C)c(/C=C/c2cc[n+](C)cc2)c2ccccc21,-20%,-16%
O=C(Nc1ccccc1N1CCCCC1)c1cc(S(=O)(=O)N2CCOCC2)ccc1Cl,-10%,-3%

(more compounds)
SMILES | N370S GC mod | KAT2A inh | FEN1 inh
O=C(NCCCCc1ccccc1)c1ccc(Br)o1 | 3% | 6% | -1%
COc1ccc(OCC(=O)Nc2ccc(S(=O)(=O)Nc3cc(C)nc(C)n3)cc2)cc1 | ? | 1% | -1%
CC1CN(C(=O)c2cccs2)CC(C)O1 (stereo not given) | 0% | 3% | 4%
CCCCNC(=O)c1cc(C)nn1-c1ccccc1 | -19% | -4% | -12%
O=C(NC1=C(Nc2ccc(F)cc2)C(=O)c2ccccc2C1=O)c1ccc(Cl)cc1 | -7% | -11% | 8%
COc1ccc(C(=O)Nc2ccc(NS(=O)(=O)c3ccccc3)cc2)cc1OC | -9% | -23% | 11%
COC(=O)c1ccc(NC(=O)CSc2nncn2C)cc1 | 5% | 1% | -12%
Cc1nnc2c(-c3ccccc3)nc3ccccc3n12 | 4% | -22% | 0%
CCN(CC(=O)NCc1cccs1)C(=O)COc1cccc(C(F)(F)F)c1 | · | 0% | -4%
Cc1ccc(C)c2[nH]c(=O)c(CCNC(=O)Cc3cccs3)cc12 | 12% | -3% | -8%
O=C(CSc1nc(-c2ccc(F)cc2)[nH]c1-c1ccc(F)cc1)Nc1ccc2c(c1)OCCO2 | · | -9% | -5%
COc1cc(NC(=O)N2c3ccccc3Sc3ccccc32)c(C(=O)O)cc1OC | 7% | -26% | 5%
CC(C)CC(=O)N1CCN(CC2CC=CCC2)CC1 (stereo not given) | 4% | -3% | -6%
CN(C(=O)CSc1nc(O)cc(=O)n1C1CCCC1)c1ccccc1 | -2% | -3% | -4%
CC(C)(CCCCCCCCCCC(C)(C)CC(=O)O)CC(=O)O | 0% | ? | ·
O=C(NCc1ccccc1)N1CCC(n2cnc3cc(F)ccc32)CC1 | 3% | -4% | 8%
Cc1ccc(OCC(=O)N/N=C\c2ccco2)c(C)c1 | 10% | -11% | -15%
CCOc1ccc(NC(=O)N2CCC(n3nnc4ccccc43)CC2)cc1 | 7% | -4% | -12%
COc1ccc(NC(=O)c2c(NC(=O)COc3ccccc3)sc3c2CCC(C(C)(C)C)C3)cc1 (stereo not given) | · | -10% | -3%
COc1cccc2c1Oc1ncccc1N(C(=O)CCC(=O)NCc1ccccc1)C2 | 1% | -4% | -13%

Fetched by structure from the entries so far, 2 records:
SMILES | N370S GC mod | KAT2A inh | FEN1 inh
CN(C(=O)CSc1nc(O)cc(=O)n1C1CCCC1)c1ccccc1 | -2% | -3% | -4%
COc1cccc2c1Oc1ncccc1N(C(=O)CCC(=O)NCc1ccccc1)C2 | 1% | -4% | -13%

Following part
SMILES | N370S GC mod | KAT2A inh | FEN1 inh
CCOc1cc(CN2CCN(S(=O)(=O)c3ccc(C)cc3)CC2)ccc1OC | · | -16% | 0%
Cc1nc2ccccc2c2oc(C(=O)N3CC(C)CC(C)C3)cc12 (stereo not given) | 1% | -3% | -1%
CC1CC1C(=O)OCC(=O)NNC(=O)c1ccc([N+](=O)[O-])cc1 (stereo not given) | · | -7% | 0%
Cc1cc(S(=O)(=O)N2CCc3ccccc3C2)ccc1F | 4% | -22% | 0%
COc1cc(CC(NC(C)=O)C(=O)NC2CCN(C(=O)C3CC3)CC2)cc(OC)c1 (stereo not given) | -5% | 2% | -14%
CC(C)[C@H]1CN=C2N(C[C@H](C)NC(=O)CCC3CCCCC3)[C@H](Cc3ccc(O)cc3)CN21 | -26% | 0% | 16%
CCOC(=O)c1sc(NC(=O)Cc2c(F)cccc2Cl)nc1C | 7% | -20% | -24%
Cc1ccc(S(=O)(=O)N2C(=O)CCC2C(=O)Nn2cnnc2)cc1 (stereo not given) | -11% | 0% | 16%
COc1ccc(S(=O)(=O)Nc2ccc(C)c(S(=O)(=O)N3CCOCC3)c2)cc1[N+](=O)[O-] | -1% | 0% | -4%
COc1ccc(COc2cccc(C=O)c2)cc1 | -3% | -5% | 5%
CC(C)NC(=O)NC(=O)CSc1nnc(-c2ccccc2F)n1N | -5% | 1% | -2%
CC[C@H]1OC(=O)[C@H](C)[C@@H](O[C@H]2C[C@@](C)(OC)[C@@H](O)[C@H](C)O2)[C@H](C)[C@@H](O[C@@H]2O[C@H](C)C[C@H](N(C)C)[C@H]2O)[C@](C)(OC)C[C@@H](C)C(=O)[C@H](C)[C@@H](O)[C@]1(C)O | 1% | -5% | -1%
COc1ccc(N2C(=O)C3C(c4ccc(OC)cc4O)NC(Cc4ccccc4)(C(=O)O)C3C2=O)cc1 (stereo not given) | -12% | -7% | -8%
COc1ccc(-c2csc3ncnc(Nc4ccccc4)c23)cc1 | · | -11% | 16%
O=C(c1ccc(-c2ccc([N+](=O)[O-])cc2)o1)N1CCCC(C(F)(F)F)C1 (stereo not given) | -3% | -13% | 0%
COc1ccc(NC(=O)C2CCC(CNC(=O)[C@@H]3Cc4ccccc4CN3)CC2)cc1 (stereo not given in full) | 0% | -4% | 0%
O=c1oc(-c2cccs2)nc2sc3c(c12)CCC3 | 1% | -6% | -6%
CCNS(=O)(=O)c1ccc(CCC(=O)NCc2ccncc2)cc1 | -18% | -10% | 6%
CCC(O)c1nc2ccccc2n1CCc1ccccc1 (stereo not given) | 3% | 2% | -4%
Cc1cccc(N(C)c2nc3ccc(C)cc3n3nnnc23)c1 | · | -21% | -17%
COCCn1c(SCC(=O)NC(=O)NC(C)(C)C)nc2ccccc21 | 30% | -16% | 2%
CN(C)CCn1cnc2c(c1=N)C(c1ccccc1)c1ccc3ccccc3c1O2 (stereo not given) | ? | 0% | -26%
COC(=O)[C@H](Cc1ccccc1)N1C/C=C\COc2c(Cl)cc(Cl)cc2S1(=O)=O | · | -5% | 3%
Cc1cc(Cl)ccc1NC(=O)CCS(=O)(=O)c1cc2c(cc1C)NC(=O)CO2 | · | -18% | -6%
O=C(CNC(=O)c1ccccn1)N=Nc1c(O)[nH]c2ccccc12 | 2% | -1% | -13%
Cc1ccc(C)c2sc(NC(=O)c3ccc(N4CCCCC4)c([N+](=O)[O-])c3)nc12 | 8% | -2% | 4%
COc1cc([N+](=O)[O-])cc(/C=N/NC(=O)Cn2nc(C)cc2C)c1O | -14% | -10% | 14%
CCn1c(C(C#N)/C(=N\S(=O)(=O)c2cccs2)c2ccccc2)nc2ccccc21 (stereo not given) | 4% | -3% | 4%
O=C(COC(=O)CC1CC2CCC1C2)NCc1ccc(Cl)cc1 (stereo not given) | · | -8% | -24%
Cc1nnsc1S(=O)(=O)Cc1ccccc1Cl | 3% | -2% | -10%

The final 7 entries of the part above come first, to join the parts.
SMILES | N370S GC mod | KAT2A inh | FEN1 inh
Cc1cc(Cl)ccc1NC(=O)CCS(=O)(=O)c1cc2c(cc1C)NC(=O)CO2 | · | -18% | -6%
O=C(CNC(=O)c1ccccn1)N=Nc1c(O)[nH]c2ccccc12 | 2% | -1% | -13%
Cc1ccc(C)c2sc(NC(=O)c3ccc(N4CCCCC4)c([N+](=O)[O-])c3)nc12 | 8% | -2% | 4%
COc1cc([N+](=O)[O-])cc(/C=N/NC(=O)Cn2nc(C)cc2C)c1O | -14% | -10% | 14%
CCn1c(C(C#N)/C(=N\S(=O)(=O)c2cccs2)c2ccccc2)nc2ccccc21 (stereo not given) | 4% | -3% | 4%
O=C(COC(=O)CC1CC2CCC1C2)NCc1ccc(Cl)cc1 (stereo not given) | · | -8% | -24%
Cc1nnsc1S(=O)(=O)Cc1ccccc1Cl | 3% | -2% | -10%
O=C(OCC(=O)N1CCCCCC1)c1ccc(Cl)c(S(=O)(=O)N2CCCC2)c1 | 0% | 1% | 2%
O=C(CSc1nnc(NC(=O)c2ccc(F)cc2F)s1)NC1CC1 | 4% | -1% | -2%
Cc1cccc(C(CC(=O)NCc2ccco2)c2ccccc2)c1O (stereo not given) | -1% | -9% | 13%
CN(CC(=O)NCc1ccco1)CC(=O)Nc1c(Cl)cccc1Cl | · | -10% | 0%
O=c1[nH]c(CSc2nnnn2-c2ccccc2)nc2ccccc12 | -10% | -5% | 17%
O=C(CSc1cn[nH]n1)Nc1cccc(C(=O)O)c1 | -6% | ? | 8%
Cc1noc(C)c1NC(=O)Nc1ccc2c(c1)C(=O)N([C@H](C)CO)C[C@H](C)[C@H](CN(C)C)O2 | · | -3% | -4%
O=C(O)c1ccc2c(c1)C(c1ccccc1)OC2=O (stereo not given) | 27% | -1% | -5%
COCCNC(=O)Cn1nc(C)c2ccccc2c1=O | 0% | -12% | 9%
CCN(CC)C(=O)c1sc2nc(-c3ccc(OC)cc3)cn2c1C | 24% | -6% | -2%
CC(=O)Nc1ccc(/C=N/NC(N)=S)cc1 | -21% | -8%&-7% | ·
Cc1ccn2cc(-c3ccc(C)c(NS(=O)(=O)c4ccc(Cl)cc4)c3)nc2c1 | · | -10% | 3%
CC1CCCCC12NC(=O)N(CC(=O)OCc1c(F)cccc1Cl)C2=O (stereo not given) | · | 0% | -9%
Cc1oc2c(C)c3oc(=O)c(CC(=O)N[C@@H](CC(C)C)C(=O)N[C@@H](Cc4ccccc4)C(=O)O)c(C)c3cc2c1C | -2% | -24% | -5%
CC(C)(C)NC(=O)N1CCN(S(=O)(=O)c2ccc3c(c2)CCC3)CC1 | · | -1% | -3%
COc1ccc(CCNC(=O)CC2COc3ccccc3O2)cc1OC (stereo not given) | -23% | -11% | 2%
CCSc1nnc(-c2cccnc2)n1-c1ccc(Cl)c(C)c1 | 1% | ? | 0%
Cc1ccc(NC(=O)COC(=O)c2ccco2)cc1S(=O)(=O)N1CCOCC1 | · | -4% | 3%
O=C(N/N=C/c1ccco1)c1cc(-c2cccc(Br)c2)nc2ccccc12 | ? | -5% | 1%
Nc1nnn(CC(=O)N/N=C/c2ccccc2Cl)n1 | -2% | -6% | 1%
CCOC(=O)c1c(C)[nH]c2cc(Br)c(OC)cc12 | 14% | 2% | 8%
Cc1nn(-c2ccccc2)c(Cl)c1C(=O)NNC(=O)c1ccccc1O | · | -1% | 11%
CCOc1ccccc1NS(=O)(=O)c1cc(-c2cnc(C3CC3)o2)ccc1C | · | 13% | -3%
Cn1c(SCC(=O)Nc2ccc(N3CCOCC3)cc2)nnc1C(F)(F)F | · | -7% | 3%
Cc1ccc(S(=O)(=O)Nc2cc(Cl)c(O)cc2C)cc1 | 4% | 1% | -4%
CS(=O)(=O)N(CC(=O)NCc1ccncc1)C1CCCCC1 | 2% | 12% | 0%
CCC(=O)Oc1ccc2c(c1)OC1(OC(C)=O)OC(C)CC1=C2C (stereo not given) | ? | -8% | -14%
